Compound activity as filed in PubChem BioAssay.
CHT block: inhibitors of human choline transporter CHT; AID 488975, 2010; CHT-expressing cells, membrane potential dye, choline response; active compounds read low; B-score at 10 µM; High affinity choline transporter 1 (Homo sapiens), Q9GZV3; actives 0.86% (n = 310,000);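 active = B-score over 3 SD under the library average, and starting fluorescence ratio not unusually high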;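 also: choline stimulus applied at its EC90 after an EC20 pre-addition; B-score computed on integrated fluorescence ratio after choline addition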
Target sequence (Q9GZV3 whole entry, looked up): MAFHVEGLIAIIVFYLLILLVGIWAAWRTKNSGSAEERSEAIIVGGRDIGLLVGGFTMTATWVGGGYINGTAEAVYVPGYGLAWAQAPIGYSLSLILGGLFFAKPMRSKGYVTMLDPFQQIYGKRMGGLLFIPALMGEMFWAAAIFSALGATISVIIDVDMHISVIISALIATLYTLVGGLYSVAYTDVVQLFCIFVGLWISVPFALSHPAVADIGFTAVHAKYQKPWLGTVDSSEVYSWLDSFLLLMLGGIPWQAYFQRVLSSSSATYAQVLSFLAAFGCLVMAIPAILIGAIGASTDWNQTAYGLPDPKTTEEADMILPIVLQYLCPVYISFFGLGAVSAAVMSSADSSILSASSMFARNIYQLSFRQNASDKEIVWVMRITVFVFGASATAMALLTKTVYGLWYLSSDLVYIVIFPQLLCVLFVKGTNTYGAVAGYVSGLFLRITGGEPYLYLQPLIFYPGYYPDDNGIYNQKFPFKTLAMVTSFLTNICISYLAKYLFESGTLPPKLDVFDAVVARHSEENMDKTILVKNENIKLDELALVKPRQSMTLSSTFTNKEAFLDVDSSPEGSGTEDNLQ
KCNQ2 block: KCNQ2 potassium channel inhibitors, primary screen, cell-based, CHO-K1, FluxOR thallium flux, B-score (AID 2156); actives 1.1% (n = 310,000); Potassium voltage-gated channel subfamily KQT member 2 (Rattus norvegicus), O88943; B-score at 10 µM; 20 min; active compounds read low;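 active = fluorescence ratio B-score at most minus 3 library SDs, with starting brightness B-score within 2 library SDs, cut at about -5.5 in these data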
Numbers without * were called inactive; i = inactive; · = not tested or not shown.

No.	smiles	CHT block	KCNQ2 block
1	O=C(CCSc1ccccc1)Nc1ccc(OCc2ccccc2)cc1	i	i
2	CCN(C(=O)/C=C/c1ccc2c(c1)OCO2)c1ccccc1	i	-6*
3	Fc1cccc2sc(Nc3nc4cc5c(cc4s3)OCO5)nc12	i	i
4	CCNc1nc(NCC)n2c(SC(C(=O)Nc3cc(Cl)cc(Cl)c3)c3ccccc3)nnc2n1 (configuration not stated)	i	i
5	COc1ccc(NC(=O)C2CCC(N3C(=O)C4CCCCC4C3=O)CC2)cc1 (configuration not stated)	i	i
6	CC(Nc1nc(N2CCNCC2)nc2ccccc12)c1ccccc1 (configuration not stated)	i	i
7	COc1cc(CC(=O)NCC2CCCCC2)cc(OC)c1OC	i	i
8	O=C(CCc1c[nH]c2ccccc12)OCc1cccc([N+](=O)[O-])c1	i	i
9	O=C(Nc1ccccc1N1CCOCC1)c1ccc([N+](=O)[O-])o1	i	i
10	CCOc1cc(/C=C/c2ccc3cccc([N+](=O)[O-])c3n2)ccc1O	i	i
11	Cc1ccc(C(=O)NCCN2C3=NC[C@H](C(C)C)N3C[C@H]2Cc2ccc(O)cc2)cc1Br	i	i
12	Cc1[nH]nc(-c2ccc(OCc3cnn(-c4ccccc4)c3)cc2O)c1Oc1ccc(Cl)cc1	i	i
13	COc1ccc(S(=O)(=O)NC(C)C(=O)NCC2CCCO2)cc1OC (configuration not stated)	i	i
14	CCC(NC(=O)c1ccccc1NC(=O)c1ccc(OC)cc1)C(=O)N1CCCC1 (configuration not stated)	i	i
15	CC(C)(C)c1cc(C(=O)NCCN2CCCC2)cc(C(C)(C)C)c1	i	i
16	COc1ccc(-n2c(=O)[nH]c3c(C(N)=O)nc(C4CCCCC4)nc32)cc1	i	i
17	COCCNC(=O)c1cccc(OC2CCN(Cc3ccc(C(=O)OC)cc3)CC2)c1	i	i
18	O=C1NC(=S)S/C1=C\c1coc2ccc(O)cc2c1=O	i	i
19	CCn1nc(NS(=O)(=O)c2ccc(NC(C)=O)cc2)c2cc3ccc(C)cc3nc21	i	i
20	CCN1CCN(c2ccc(S(=O)(=O)N3CCCCC3)cc2NC(=O)COc2ccccc2)CC1	i	i
21	Brc1ccc(C2=Nn3c(Cn4nnc5ccccc54)nnc3SC2)cc1	i	i
22	CCN(CC)C(=O)C1CCCN(C(=O)CCn2nnnc2CN2CCOCC2)C1 (configuration not stated)	i	i
23	O=C(O)CCC(=O)NNC(=O)c1cccs1	i	i
24	O=C(c1cc2ccccc2oc1=O)N(Cc1ccco1)CC1CCCO1 (configuration not stated)	i	i
25	COc1ccc(-n2c(CNC(=O)c3cccs3)n[nH]c2=S)cc1	i	i
26	CC(C)Oc1ccc(C(=O)N/N=C/c2ccc(-c3ccc(S(=O)(=O)Nc4ncccn4)cc3)o2)cc1	i	i
27	CCN(CCCNC(=O)C1CCN(S(=O)(=O)N2CCOCC2)CC1)c1cccc(C)c1	i	i
28	O=C(NNC(=O)C1CC=CCC1C(=O)O)c1cccs1 (configuration not stated)	i	i
29	CCc1nnc(SCC(=O)N2CCCC(N3CCN(c4ccccc4C)CC3)C2)o1 (configuration not stated)	i	i
30	CC(=O)c1c(C)[nH]c(C(=O)Nc2c(C)n(C)n(-c3ccccc3)c2=O)c1C	i	i
31	CC(NC(=O)C12CC3CC(CC(C3)C1)C2)C(=O)N/N=C/C1=C(N2CCOCC2)C(=C\c2ccccc2)/CC1 (configuration not stated)	i	i
32	COc1ccc(NC(=S)NCCC2=CCCCC2)cc1OC	i	i
33	CCN(CC(=O)Nc1c(F)cccc1F)C(=O)CC1CCCC1	i	i
34	COCCCn1c(C(=O)N2CCOCC2)cc2c(=O)n3cccc(C)c3nc21	i	i
35	CSc1nnc2c3ccccc3n(Cc3ccccc3)c2n1	i	i
36	CC(=O)Nc1ccc(NC(=O)c2ccc(N(Cc3ccccc3C)S(C)(=O)=O)cc2)cc1	i	i
37	CCOC(=O)c1ccc(-n2c(CN3CCN(CCO)CC3)nc3ccc([N+](=O)[O-])cc3c2=O)cc1	i	i
38	CCOC(=O)CNC(=S)n1ncnc1N	i	i
39	Cc1ccc(N2CC(C(=O)Nc3ccc(S(=O)(=O)Nc4nccc(C)n4)cc3)CC2=O)cc1 (configuration not stated)	i	i
40	COC(=O)c1cc(O)cc(OC)c1C(=O)c1c(O)cc(C)cc1O	i	i
41	CCn1nc(C(=O)NNC(=O)CCOc2cc(C)ccc2C)c2ccccc2c1=O	i	i
42	O=C1OCC(CO)(CO)N=C1NNc1ccc(Cl)c(Cl)c1	i	i
43	Cc1c(Cl)c(C(F)F)nn1CC(=O)NC1C(=O)N2C(C(=O)O)=C(CSc3nnnn3C)CSC12 (configuration not stated)	·	i
44	O=C1NCC(=O)N2CCC[C@@H]12	i	i
45	CCOc1ccc(-c2ccc(SCC(=O)NCC3CCCO3)nn2)cc1 (configuration not stated)	i	i
46	Cc1cc(C(=O)NNC(=O)NC(C)C)no1	i	i
47	O=C(c1cc(COc2cccc3cnccc23)on1)N1CCCC(CCCO)C1 (configuration not stated)	i	i
48	N#CCc1ccc(Oc2ccc([N+](=O)[O-])cn2)cc1	i	i
49	COc1cc([N+](=O)[O-])ccc1NC(=O)CC(C)C	i	i
50	CCOC(=O)c1nn(-c2ccc(C)c(C)c2)cc1O	i	i

Laid out differently: entries from further up.
17	COCCNC(=O)c1cccc(OC2CCN(Cc3ccc(C(=O)OC)cc3)CC2)c1
  CHT block: i
  KCNQ2 block: i

18	O=C1NC(=S)S/C1=C\c1coc2ccc(O)cc2c1=O
  CHT block: i
  KCNQ2 block: i

The main list resumes with the 7 entries that preceded the break.
No.	smiles	CHT block	KCNQ2 block
44	O=C1NCC(=O)N2CCC[C@@H]12	i	i
45	CCOc1ccc(-c2ccc(SCC(=O)NCC3CCCO3)nn2)cc1 (configuration not stated)	i	i
46	Cc1cc(C(=O)NNC(=O)NC(C)C)no1	i	i
47	O=C(c1cc(COc2cccc3cnccc23)on1)N1CCCC(CCCO)C1 (configuration not stated)	i	i
48	N#CCc1ccc(Oc2ccc([N+](=O)[O-])cn2)cc1	i	i
49	COc1cc([N+](=O)[O-])ccc1NC(=O)CC(C)C	i	i
50	CCOC(=O)c1nn(-c2ccc(C)c(C)c2)cc1O	i	i
51	COCCCn1nnnc1SCC(=O)N1c2ccccc2CC1C (configuration not stated)	i	i
52	CCO[C@@H]1OC(C(=O)O)=C[C@H](C)[C@H]1CCCO	i	i
53	COc1ccc(C(=O)N2CCc3cc(OC)c(OC)cc3C2c2ccc(OC)c(OC)c2)cc1OC (configuration not stated)	i	i
54	CCCCNC(=O)c1cc(S(=O)(=O)N2CCCCC2)oc1C	i	i
55	Cn1c(=O)[nH]c(=O)c2c1nc(N1CCCC1)n2CCO	i	i
56	CC(C)(C)Nc1nc(Nc2ccc([N+](=O)[O-])cc2)nc(NC(C)(C)C)n1	i	i
57	CCC(C)(C)n1nnnc1C(c1ccc(OC)c(OC)c1)N1CCN(c2ccc(OC)cc2)CC1 (configuration not stated)	i	i
58	CCOC(=O)C1=C(c2ccccc2)NC(SCC(=O)Nc2cccc(C)c2)=C(C#N)C1c1ccco1 (configuration not stated)	i	i
59	COc1ccc(OC)c(C(=O)NC(CC(N)=O)c2ccc(NCC3CC3)c([N+](=O)[O-])c2)c1 (configuration not stated)	i	i
60	COC(=O)/C(=C\Nc1ccccc1)NC(=O)c1ccc(Cl)cc1Cl	i	i
61	Cc1ccc2c(c1)N(CCC(=O)NCCCN1CCCC1)C(=O)C(C)O2 (configuration not stated)	i	i
62	FC(F)(F)c1cccc(NCc2n[nH]c(=S)n2C2CCCCC2)c1	i	i
63	Cc1ccc(OCC(=O)Nc2ccc(S(=O)(=O)Nc3cc(C)nc(C)n3)cc2)cc1	i	i
64	CC(C)OCCCNC(=O)C(NS(=O)(=O)c1ccc2c(c1)c(=O)n(C)c(=O)n2C)c1ccccc1 (configuration not stated)	i	i
65	CCOC(=O)C1=C(C)NC(=S)N(C=O)C1c1ccccc1 (configuration not stated)	i	i
66	C[C@@H](C(=O)Nc1ccc2ccccc2c1)[C@H]1C[C@]1(C)[C@H](NS(=O)(=O)c1ccccc1)c1ccccc1	i	·
67	CCOC(=O)NC(Nc1ncccn1)(C(F)(F)F)C(F)(F)F	i	i
68	CC(C)OC(=O)NC(C)(C)COC(=O)Nc1cccc(Cl)c1	i	i
69	CCCNC(=S)N1CCC(C(=O)c2ccc(Cl)cc2)CC1	i	i
70	C=CCOc1ccc2c(c1)C(=NO)c1cc(OCC=C)ccc1-2	i	i
71	Cc1c(CC(=O)O)c(=O)oc2c(C)c3occ(-c4ccc(Br)cc4)c3cc12	i	i
72	CCC(=O)NCCc1nc2cc(NC(=O)COc3ccccc3)ccc2n1C	i	i
73	CC1=CC(C)(C)N(C(=O)CSc2nnc(C)s2)c2ccc(C)cc21	i	i
74	O=C(NCCCc1ccccc1)c1c(O)nc2sccn2c1=O	i	i
75	O=C(N/N=C/c1cc(Br)cc(Br)c1O)c1cccc(S(=O)(=O)N2CCOCC2)c1	i	i
76	CCC(NC(=O)NCCCn1ccnc1)(C(F)(F)F)C(F)(F)F	i	i
77	Cc1ccc2cc(C=O)c(Cl)nc2c1	i	i
78	O=C(Nc1ccc2c(c1)Cc1ccccc1-2)c1cccnc1	i	i
79	Cc1ccc(S(=O)(=O)N(C)CC(=O)OCC(=O)NC(=O)NC(C)C)cc1	i	i
80	COc1ccc(N(C(=O)CSCC(=O)Nc2cc(C)on2)C(C(=O)NC2CCCCC2)c2ccc(O)c(O)c2)cc1 (configuration not stated)	i	i

Some of the entries above in a different format:
(36) CC(=O)Nc1ccc(NC(=O)c2ccc(N(Cc3ccccc3C)S(C)(=O)=O)cc2)cc1
(37) CCOC(=O)c1ccc(-n2c(CN3CCN(CCO)CC3)nc3ccc([N+](=O)[O-])cc3c2=O)cc1
compound no.,36,37
CHT block,i,i
KCNQ2 block,i,i

The list goes on.
No.	smiles	CHT block	KCNQ2 block
81	CCCC(C)C(=O)Nc1nnc(C)s1 (configuration not stated)	i	i
82	CC(C)c1ccc(NC(=O)C2CCN(c3ncnc4c3nc3n4CCCCC3)CC2)cc1	i	i
83	COc1ccc2[nH]c(=O)c3c(c2c1)OC(C)(C)C=C3	i	i
84	CCN(C(=O)c1ccc2c(OC)n(CC)nc2c1)c1ccc(OC)cc1	i	i
85	CC(C(=O)Nc1c2c(cc3c1CCC3)CCC2)N1CCCC1 (configuration not stated)	i	i
86	CCC1CCCCN1S(=O)(=O)c1ccc(C(=O)Nc2nnc(C3=COCCO3)o2)cc1 (configuration not stated)	i	i
87	COCCNCc1ccc(C(C)C)cc1	i	i
88	CN(C(=O)c1ccccc1)c1nccnc1C#N	i	i
89	COc1ccc(C(CCNCc2ccccc2F)c2ccc(F)cc2)cc1 (configuration not stated)	i	i
90	Cc1n[nH]c(C)c1CN(C)C(=O)C1CCC(=O)N(CC2CCCCC2)C1 (configuration not stated)	i	i
91	COc1ccc(C2(C)CC(=O)NC2=O)cc1 (configuration not stated)	i	i
92	O=S(=O)(CCn1cccc1)CCn1cccc1	i	i
93	CC(OCC(O)CN1CCCCC1CCO)c1ccc(Cl)cc1 (configuration not stated)	i	i
94	N#C/C(=C\c1c[nH]c2ccc(Br)cc12)c1ccccn1	i	i
95	CN1C(=O)c2ccccc2Sc2ccc(NC(=O)N3CCCC3)cc21	i	i
96	CC(OC(=O)COc1ccccc1Cc1ccccc1)C(=O)N(C)c1ccccc1 (configuration not stated)	i	i
97	CCOc1ccccc1OCC(=O)Nc1ccc(N2CCCCC2)cc1	i	i
98	CCCn1cc(CN2CCCC(C(=O)c3cccc(OC(C)C)c3)C2)c(C)n1 (configuration not stated)	i	i
99	O=C(Nc1cccc(-n2cccn2)c1)C1CCCN(Cc2ccccc2F)C1 (configuration not stated)	i	i
100	Cn1c(=O)n(Cc2ccco2)c(=N)c2c3c(sc21)CCCC3	i	i
101	CNS(=O)(=O)c1cccc(C(=O)NCC2(N3CCCCC3)CCCCC2)c1	i	i
102	Cc1ccc(Oc2ncccc2/C=N/OCc2ccc(Cl)c(Cl)c2)cc1	i	i
103	c1cncc(-c2nc(-c3cccs3)cs2)c1	i	i
104	CCOC(=O)c1ccc(NC(=O)C2C3C=CC(C3)C2C(=O)O)cc1 (configuration not stated)	i	i
105	COc1cccc(C(=O)COc2ccc3c(C)c(Cc4ccccc4)c(=O)oc3c2C)c1	i	i
106	O=C(NCc1ccccn1)C(=O)Nc1nc(-c2ccccc2)cs1	i	i
107	Cc1ccc(C(C(=O)NC2CCCCC2)N(Cc2ccco2)C(=O)Cc2c[nH]c3ccccc23)o1 (configuration not stated)	i	i
108	O=C(Nc1cccc(F)c1)C1CCN(C(=O)N2CCOc3ccccc32)CC1	i	i
109	O=C(c1ccc2c(c1)OCO2)C1CCCN(Cc2cccc(C(F)(F)F)c2)C1 (configuration not stated)	i	i
110	CCn1c(SCC(=O)Nc2ccc(Br)cc2)nc2sc3c(c2c1=O)CCN(C)C3	i	i
111	NS(=O)(=O)c1ccc(NC(=S)NCC2CCCO2)cc1 (configuration not stated)	i	i
112	CC(C)CC(C(=O)Nc1ccccc1)N1C(=O)C2C3C=CC(C3)C2C1=O (configuration not stated)	i	i
113	Cc1ccc(-n2ncc3c(NCc4cccnc4)ncnc32)c(C)c1	i	i
114	CC1CCN(S(=O)(=O)c2ccc(S(=O)(=O)NCc3ccccc3)cc2)CC1	i	i
115	COCCn1c(SCCCc2ccccc2)nc2c1c(=O)[nH]c(=O)n2C	i	i
116	CCc1ccc(-c2nc(CN3CCC(C(=O)NCCN(CC)c4ccccc4)CC3)c(C)o2)cc1	i	-6.5*
117	CC1Cc2ccccc2N1C(=O)c1cnc2sccn2c1=O (configuration not stated)	i	i
